# Screening data: PubChem BioAssay, National Center for Advancing Translational Sciences (NCATS)
# TrxR1 substrate = is turned over as a substrate by rat TrxR1; O89049; purified TrxR1 substrate turnover, NADPH consumption readout; Potency, µM (series often up to 114 µM), inactives show at the highest dose activity change, negative = substrate turnover; 390,000 compounds, 0.01% hits; AID 588456; further: potency means the concentration at half of the fitted maximal effect; on the % scale 0 is the no-effect control and ±100 the full control effect; nearly all actives have a fitted effect of over 50% in size
#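 Rat TrxR1, dispensed at 90 nM, was prereduced with 400 uM NADPH (final) for 5 min at ~22 deg C, then incubated with compound 15 min before 400 uM selenite. A first-read NADPH fluorescence drop versus no-compound background flagged substrates.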
# Vif-A3F inh = Vif-A3F binding inhibition | HeLa A3F-eYFP + Vif (tagged APOBEC3F with the HIV-1 protein that degrades it), YFP fluorescence increase | Potency, µM (highest dose often 46.1 µM), for the others: top-dose activity, negative = active | 390,000 compounds, 0.2% hits; further: potency means the concentration at half of the fitted maximal effect; % of control where 0% means no effect; nearly all actives have a fitted effect of over 65% in size
#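 HeLa cells stably expressing Vif plus C-terminally eYFP-tagged A3F were seeded, incubated overnight at 37 deg C, dosed with compound, incubated overnight again at 37 deg C. Yellow fluorescence (Ex 488/Em 500-530) reported blocked Vif-mediated A3F-eYFP degradation.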
# LDHA inh = blocks human lactate dehydrogenase A. purified LDHA, NADH/diaphorase-resazurin fluorescence; hits give low values. activity change, % (values are at about 110 or 230 µM). 480,000 compounds, 0.15% hits. AID 1347041; in the data active means activity change below about -30%; inconclusive means mostly about -25% to -30%;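 further: plate controls were DMSO wells for no effect and wells without enzyme for full effect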
#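 LDH5 2 nM; NADH 0.06 mM, pyruvate 0.2 mM; 200 mM Tris pH 7.4, EDTA, Tween-20; 5 min RT. Detection: diaphorase 0.133 mg/mL + resazurin 37 µM, fluorescence ex540/em590 at 0 and 20 min; normalized to enzyme-free and DMSO wells.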
# PI4K2A inh = PI4K2A (human) kinase inhibition | Q9BTU6 | purified PI4K2A, ADP-Glo luminescence, 1 h; hits give low values | activity change, negative = inhibition, % at 76.9 µM | 420,000 compounds, 0.13% hits | AID 1346378; in the data active means activity change below about -50%; inconclusive means mostly about -30% to -49%;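 further: -100% = wells without enzyme as full effect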
#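 PI4K2A activity was measured by ADP-Glo luminescence: enzyme (4 ug/mL stock) and phosphatidylinositol (1.2 mM stock) in Tris pH 7.5/MgCl2/EGTA/Triton X-100 buffer were reacted with ATP (300 microM stock) for one hour at ambient temperature.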
# IDH1 R132H inh = blocks human mutant IDH1 R132H enzyme | O75874 | IDH1-R132H enzyme, NADPH consumption, diaphorase/resazurin fluorescence | Potency, µM (series often up to 76.6 µM), inactives show at the top dose activity change, negative = inhibition, most hits filed as inhibitors | 390,000 compounds, 0.093% hits | AID 602179; further: potency means the concentration at half of the fitted maximal effect; on the % scale 0 is the no-effect control and ±100 the full control effect; nearly all actives have a fitted effect of over 65% in size
# Target sequence (O75874 whole entry R132H, stated change not applied): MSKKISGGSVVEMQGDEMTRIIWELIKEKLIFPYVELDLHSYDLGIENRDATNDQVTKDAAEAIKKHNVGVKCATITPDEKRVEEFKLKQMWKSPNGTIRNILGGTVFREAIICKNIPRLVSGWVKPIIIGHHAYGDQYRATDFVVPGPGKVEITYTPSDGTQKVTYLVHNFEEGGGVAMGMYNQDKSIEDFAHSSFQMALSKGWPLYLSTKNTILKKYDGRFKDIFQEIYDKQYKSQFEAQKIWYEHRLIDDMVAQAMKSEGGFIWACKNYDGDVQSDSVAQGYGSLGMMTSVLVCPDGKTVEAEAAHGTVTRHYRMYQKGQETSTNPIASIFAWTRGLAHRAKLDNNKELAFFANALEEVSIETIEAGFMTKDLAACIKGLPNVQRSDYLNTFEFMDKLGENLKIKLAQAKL
#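 IDH1-R132H (0.5 ug/mL) preincubated 30 min with compound, then NADPH (0.016 mM) and alpha-KG (2 mM) added; 80 min at RT, pH 7.5. Remaining NADPH coupled via diaphorase/resazurin to fluorescence (540/590 nm); concentration-response curves normalized to no-enzyme control.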
# USP1-UAF1 inh = inhibitors of human USP1/UAF1 deubiquitinase | O94782 | recombinant USP1/UAF1, Ub-Rhodamine cleavage fluorescence | Potency, µM (top dose mostly 57.1 µM), for the others: at the top dose activity change, negative = inhibition, actives largely listed as inhibitors | 390,000 compounds, 0.23% hits | AID 743255; further: potency means the concentration at half of the fitted maximal effect; on the % scale 0 is the no-effect control and ±100 the full control effect; nearly all actives have a fitted effect of over 60% in size; inactives centre near -12
#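 1 nM enzyme complex + cpd, 15 min RT; start with Ub-Rho 150nM final; kinetic fluorescence ex 480/em 540, 6 reads q60 s. Buffer 50mM HEPES pH 7.8, 0.5mM EDTA, 0.1 mg/ml BSA, 1mM TCEP, 0.01% Tween-20.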
# GRP78 ERSR act = ER stress response induction in glioma; U87-MG GRP78 promoter luciferase reporter, 16 h; Potency, µM, for the others: top-dose activation, actives largely listed as activators; 420,000 compounds, 0.02% hits; AID 602332; further: potency means the concentration at half of the fitted maximal effect; series mostly up to about 76 µM; % of control where 0% means no effect; nearly all actives have a fitted effect of over 35% in size
#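 ERSR induction read as luciferase luminescence (Bright-Glo, 10 min at room temperature) in stably transfected human U87-MG glioma cells exposed to compounds for 16 h, using GRP78 as sensor.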
# RXFP1 agonist = agonists of human relaxin receptor RXFP1; Q9HBX9; HEK293T-RXFP1 cAMP TR-FRET, 30 min; response scale: percent of porcine relaxin response, buffer zero; Potency, µM (doses to about 57.5 µM), without a hit: at the highest dose activation, hits mostly activators; 370,000 compounds, 0.3% hits; further: potency means the concentration at half of the fitted maximal effect; on the % scale 0 is the no-effect control and ±100 the full control effect; nearly all actives have a fitted effect of over 60% in size; many of its hits are not listed in these tables
#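 HEK293T cells stably expressing RXFP1 were pretreated with the PDE4 inhibitor Ro 20174, exposed to compounds for 30 min at 37C, lysed, and cAMP was read by TR-FRET. Data normalized to buffer (basal) and 29 nM porcine relaxin (100%).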
# Vif-APOBEC3G blk = blocks the Vif interaction with human APOBEC3G | Q9HC16 | Potency, µM (highest dose often 46.1 µM), for inactives: at the top dose activity, negative = active, hits mostly inhibitors | 410,000 compounds, 0.076% hits | HeLa A3G-eYFP + Vif (tagged APOBEC3G with the HIV-1 protein that degrades it), YFP fluorescence, overnight | AID 602310;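 further: potency means the concentration at half of the fitted maximal effect; on the % scale 0 is the no-effect control and ±100 the full control effect; nearly all actives have a fitted effect of over 60% in size; hits raise eYFP signal because A3G escapes Vif-driven loss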
# Target sequence (Q9HC16 whole entry, looked up): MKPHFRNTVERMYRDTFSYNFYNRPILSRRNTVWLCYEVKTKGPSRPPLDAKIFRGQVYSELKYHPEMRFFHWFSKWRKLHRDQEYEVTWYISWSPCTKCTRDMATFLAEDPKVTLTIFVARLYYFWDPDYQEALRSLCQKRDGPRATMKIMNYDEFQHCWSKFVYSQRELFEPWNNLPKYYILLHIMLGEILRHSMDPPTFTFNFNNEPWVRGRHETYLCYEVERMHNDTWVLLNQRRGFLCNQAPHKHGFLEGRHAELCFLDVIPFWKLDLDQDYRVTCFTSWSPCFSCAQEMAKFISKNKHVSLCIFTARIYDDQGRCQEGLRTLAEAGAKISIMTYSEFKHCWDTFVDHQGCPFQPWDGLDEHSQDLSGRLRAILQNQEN
#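 Read-out is eYFP fluorescence (Ex 488/Em 500-530) from Vif-expressing HeLa A3G-eYFP cells; more signal means A3G escaped Vif-mediated degradation. Cells plated overnight, compound pinned in, incubated overnight at 37 deg C.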
# Starred values were filed as active, the others as inactive; ? = inconclusive; / = not tested or not shown; & = joins results of further samples; [ ] = dose if it differs, or a comment. Unless noted, the call rests on the fitted dose curve; in most records, active means well fitted curve in the direction sought with a large enough effect; inconclusive means small, poorly fitted or top-dose-only effect, or another doubt; inactive means no such curve, though single readings can be large; an effect the other way counts as inactive or inconclusive. An excerpt. The share of hits here may be higher or lower than overall.
nr	compound	Vif-APOBEC3G blk	LDHA inh	PI4K2A inh	TrxR1 substrate	GRP78 ERSR act	Vif-A3F inh	IDH1 R132H inh	USP1-UAF1 inh	RXFP1 agonist
1	Cc1ccc(C(=O)Nc2ccccc2C(=O)N2CC(C)OC(C)C2)cc1 (stereo not drawn)	-9%	0	-2	/	-5%	-9%	2%	-28%	/
2	OC[C@@H]1CN(Cc2ccncc2)C[C@H](n2cnc3c(N4CCOCC4)ncnc32)O1	1%	-8	4	/	-4%	/	/	/	/
3	Brc1cccc(-c2nnc3n2CCCCC3)c1	-1%	-8	0	4%[57.1 µM]	-8%	1%	0%	-5%	2.5%
4	Cc1ccc(N=Nc2c(C)[nH]n(-c3ccccc3)c2=O)c(C)c1	-2%	-1	0	8%[57.1 µM]	-4%	-2%	1%	?	2.2%
5	COc1ccc(NC(=O)C(C)N(c2ccc(C)cc2)S(C)(=O)=O)cc1 (stereo not drawn)	-1%	-6	-3	2%	-2%	-10%	2%	1%	-2.9%
6	Fc1ccc(C(CNC(=S)NC2CCCCC2)N2CCOCC2)cc1 (stereo not drawn)	-3%	-4	-1	-4%	11%	1%	2%	-11%	2.9%
7	CC(C)C(=O)Nc1ccc(C(=O)NNC(=S)NC(=O)c2cccs2)cc1	-4%	1	6	-14%	0%	-15%	-6%	-20%	3.5%
8	O=C(CCN1CCN(Cc2ccccc2)CC1)NNC(=O)c1ccc(Cl)c(Cl)c1	1%	-1	0	/	-3%	0%	-5%	-14%	/
9	Cc1nc(-c2ccc(C(=O)N3CCCC3)cc2)cs1	0%	-12	-56*	6%[57.1 µM]	-2%	-11%	-1%	-12%	0.1%
10	CCOC(=O)c1cnn(-c2ccc(C)cc2)c1N	0%	-3	-3	-3%	2%	-1%	-1%	-22%	3.5%
11	COc1ccc(CCNC(=O)c2c(O)c3c([nH]c2=O)CCCC3)cc1OC	5%	-3	-2	1%	-3%	1%	1%	-7%	/
12	Cc1ccc(S(=O)(=O)n2c([N+](=O)[O-])cnc2C)c(C)c1C	2%	-3	-2	-11%	-1%	1%	3%	-16%	2.9%
13	CCOC(=O)c1cc2c(=O)[nH]ccc2nc1C	0%	1	1	255%[activator]	-2%	6%	0%	4%	8.8%
14	O=C(c1ccc(Br)cc1)C(CN1CCOCC1)c1ccccc1 (stereo not drawn)	-27%	-7	28	16%[57.1 µM]	-14%	-14%	8%	?	1.0%
15	CC(C)c1ccc(CNC(=O)c2ccc(N3CCCC3)c(NC(=O)NCc3ccc(F)cc3)c2)cc1	4%	-13	-3	7%[57.1 µM]	-1%	4%	-21%	?	0.8%
16	O=C(NC1CC(=O)N(c2ccccc2)C1)C(c1ccccc1)c1ccccc1 (stereo not drawn)	-9%	1	-3	6%[57.1 µM]	1%	3%	2%	15%	-3.4%
17	O=C(Oc1cccc([N+](=O)[O-])c1)c1ccc2c(=O)n3c(nc2c1)CCC3	-6%	0	-12	1%	-3%	-3%	-9%	-19%	2.5%
18	O=C(O)CN1C(=O)c2cccc3c(Br)ccc1c23	3%	0	-3	0%	-2%	0%	-2%	-25%	2.9%
19	Cc1ccc(S(=O)(=O)N(C)C)cc1NC(=O)C(C)N(C)Cc1sccc1C (stereo not drawn)	-4%	-6	0	-12%	-5%	-16%	13%	?	6.7%
20	CCOCCCNC(=O)c1ccccc1OC1CCN(S(C)(=O)=O)CC1	-7%	-4	-5	8%	4%	3%	1%	-17%	0.8%

# Further structures follow.
nr	compound	Vif-APOBEC3G blk	LDHA inh	PI4K2A inh	TrxR1 substrate	GRP78 ERSR act	Vif-A3F inh	IDH1 R132H inh	USP1-UAF1 inh	RXFP1 agonist
21	CCCc1cc(=O)[nH]c(SCC(=O)N2CCN(c3ccccc3)CC2)n1	-4%	-5&-5	-1&6	5%&-1%	-5%	1%	-7%	-12%&-23%	1.4%&1.2%
22	O=C(N1CCN(c2ccccc2)CC1)C1(c2cccs2)CCOCC1	-8%	1	-1	1%[57.1 µM]	-2%	-13%	5%	-13%	0.2%
23	O=C1CC(Sc2ccc(Cl)cc2)C(=O)N1Cc1ccncc1 (stereo not drawn)	-1%	-6	0	2%	-3%	0%	-5%	-28%	5.4%
24	O=S(=O)(NCCNCC=Cc1ccc(Br)cc1)c1cccc2cnccc12	-4%	?	/	-4%	-5%	/	/	/	/
25	O=C(CCN1C(=O)c2ccccc2C1=O)C1=NN[C@@H]2C(=O)N(c3ccc4c(c3)OCCO4)C(=O)[C@H]12	-3%	-3	4	-11%	-5%	1%	1%	-2%	8.1%
26	COc1ccccc1NS(=O)(=O)c1cc(NC(=O)C(C)NC(N)=O)ccc1N1CCCC1 (stereo not drawn)	0%	5	-1	-4%	-4%	7%	0%	-12%	-0.3%
27	COCC(=O)N1CCCC(C)(C(=O)Nc2cccc(Oc3ccccc3)c2)C1 (stereo not drawn)	0%	2	5	/	-3%	/	/	/	/
28	COc1ccc(/C=C/C(=O)NC(=S)NNC(=O)c2ccco2)cc1OC	-17%	-2	-8	4%[57.1 µM]	0%	-6%	-5%	-4%	0.0%
29	O=C(O)c1ccc2c(c1)C(=O)N(c1cccc(-c3nc4ccccc4s3)c1)C2=O	-8%	-12	2	-4%[57.1 µM]	-1%	?	-13%	-15%	0.3%
30	Cc1ccc(NC(=O)/C=C/c2cccc(C(F)(F)F)c2)cc1	0%	-2	-1	14%[57.1 µM]	-5%	1%	-1%	-17%	-1.8%
31	Cc1ccc(OCC(=O)N2CCN(C(=O)c3ccc([N+](=O)[O-])cc3)CC2)cc1	-1%	-8	-5	-2%	-4%	-6%	3%	-13%	0.9%
32	CCOc1ccc(NC(=O)Nc2c(C)n(C)n(-c3ccccc3)c2=O)cc1	0%&2%	0&-2	-2&0	7%&-19%	-4%&-1%	-10%&-1%	15%&1%	-24%&-7%	-0.7%&-1.6%
33	Cc1ccc(C(=O)Nn2cnnc2)c(Cl)c1	4%	-4	2	-13%	-3%	3%	-10%	-20%	1.6%
34	Cc1cc(=O)oc2c(C)cc(C(C)(C)C)cc12	1%	2	-2	15%	-4%	0%	10%	-14%	/
35	CCCCN(C(=O)CSc1nnc(-c2ccc(OC)cc2)n1C(C)C)c1c(N)n(Cc2ccccc2)c(=O)[nH]c1=O	-10%	0	0	4%	-2%	-5%	7%	-19%	1.3%
36	O=C(/C=C/c1ccc(Cl)cc1)Nc1ccccc1N1CCOCC1	-3%	-2	-2	-15%	-5%	2%	7%	-8%	3.4%
37	COc1ccccc1C(=O)N(C1=NC(C)CS1)c1ccc(Cl)cc1 (stereo not drawn)	3%	0	-4	11%	-6%	2%	0%	-18%	0.7%
38	COc1ccc([N+](=O)[O-])cc1NC(=O)c1cccnc1	3%	-5	0	-7%	-3%	15%	0%	-10%	4.1%
39	CCN(CC(=O)NCc1cccs1)C(=O)/C=C/c1ccc(OC)c(OC)c1	0%	-3	0	9%	-2%	5%	-4%	-2%	-0.6%
40	OCOCCCn1c(C2CCCN2c2nc(-c3ccc(F)cc3)cs2)nc2cc(Cl)c(N3CCCCC3)cc21 (stereo not drawn)	-9%	-3	-2	-9%	-5%	-1%	-17%	1%	/

# The results go on.
nr	compound	Vif-APOBEC3G blk	LDHA inh	PI4K2A inh	TrxR1 substrate	GRP78 ERSR act	Vif-A3F inh	IDH1 R132H inh	USP1-UAF1 inh	RXFP1 agonist
41	CN(CCNC(=O)c1cc2c(-c3ccccc3F)nn(C)c2s1)C1CCCCC1	3%	-8	-1	32%[activator]	-2%	-4%	0%	-4%	1.0%
42	FC(F)(F)c1cnc(C(c2ccccc2)c2ncn[nH]2)c(Cl)c1 (stereo not drawn)	1%	-6	2	-5%	-2%	-2%	1%	-9%	0.1%
43	O=C(NCc1ccccc1Cl)C1CCCN(C(=O)Nc2ccc(F)cc2)C1 (stereo not drawn)	-5%	-9	0	-4%	2%	1%	-1%	2%	-1.0%
44	O=C1COc2cc(ccc2[N+](=O)[O-])Oc2ccc(cc2Cl)C(=O)CCCCO1	0%	-8	1	-3%[57.1 µM]	-3%	5%	-8%	-25%	-0.3%
45	COc1ccccc1NS(=O)(=O)NC(=O)c1c(C)[nH]c2ccccc12	1%	3	-2	5%	-1%	0%	5%	-23%	1.7%
46	COc1ccc(NC(=O)CSc2nc(=O)n(CCN3CCOCC3)c3c2CCCC3)c(OC)c1	2%	-4	-2	-9%	-3%	0%	3%	-16%	1.4%
47	Cc1cc(=O)oc(C)c1C(=O)NCCCN1CCN(c2ccccc2F)CC1	0%	3	4	-7%	-5%	1%	9%	2%	-2.1%
48	Cc1cc([N+](=O)[O-])nn1Cc1ccc(C(=O)N/N=C/c2ccc(F)cc2)cc1	-2%	-8	3	3%[57.1 µM]	2%	-13%	3%	?	2.9%
49	COc1cccc2cc(C(C)N(CCCN3CCOCC3)C(=S)Nc3ccc(C)cc3)oc12 (stereo not drawn)	1%	-10	4	-1%	-2%	-4%	-8%	-19%	1.8%
50	Cc1cccc(C)c1NC(=O)Cn1nc(-c2ccc(Cl)s2)ccc1=O	-5%	-3	1	1%	-3%	-11%	-10%	-19%	2.6%
